High-throughput results deposited in PubChem by several laboratories.
West Nile antiviral = West Nile virus antiviral activity, cell-based, CPE readout (AID 1621). West Nile virus-infected cells, CPE inhibition; higher % means a stronger effect. CPE inhibition, % at 10 µM; hits with a dose series show IC50 in µM. hit rate 0.02% among 290,000; in the data active = a potency from the dose series; inconclusive = CPE inhibition mostly from about 3.7% at the one dose, without a potency; inactive = the rest, 99 in 100 with CPE inhibition below about 2.2%; also: strong numbers were not always called active
RSV CPE inhibition = inhibition of RSV-induced cytopathic effect – HEp-2 cells, primary 10 µM value included (AID 2391). HEp-2 cells, RSV-induced CPE inhibition; higher % means a stronger effect. CPE inhibition, % at 10 µM; hits with a dose series show IC50 in µM. hit rate 0.13% among 310,000; in the data active = a potency from the dose series; inconclusive = CPE inhibition mostly from about 23% at the one dose, without a potency; inactive = the rest, 99 in 100 with CPE inhibition below about 21%; also: strong numbers were not always called active
XIAP antagonists = small molecules displacing peptide from XIAP – biochemical, IAP family, fluorescence polarization (AID 1018); XIAP BIR domain, fluorescence polarization peptide displacement; higher % means a stronger effect; displacement, % at 20 µM; hits with a dose series show IC50 in µM; hit rate 0.007% among 200,000; in the data active = displacement above about 50%; also: a part of the inactive calls stands beside numbers as strong as those of hits
UTI89 phage lysis = protection from phage-mediated lysis, alamar blue read-out – E. coli UTI89, K1F phage, bacterial capsule biogenesis inhibitors (AID 488966); E. coli UTI89 K1F phage lysis, alamar blue, 2 h; higher % means a stronger effect; one-dose inhibition, % at 100 µM; IC50 in µM for titrated hits; hit rate 0.02% among 340,000;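 active = phage lysis inhibition, versus mean bacterial control, above a set limit; inconclusive = no clear call, values can overlap the other calls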;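 also: capsule biogenesis inhibitors block K1F phage lysis so surviving cells raise fluorescence; higher fluorescence means more inhibition of phage lysis; actives were called in the ten point dose series up to 300 µM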
Yfh1-off respiration = enhancers of respiration in Yfh1-depleted yeast, dose response, Friedreich's ataxia, plus single-dose screen (AID 1465); S. cerevisiae Yfh1-off respiration, WST-1 reduction, 72 h; higher fold induction means a stronger effect; fold induction at 50 µM, or EC50 in µM where a hit was titrated; hit rate 0.074% among 220,000;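 active = fold induction of absorbance versus untreated yeast above a set limit, then at least 30% activation at any dose in follow-up; inconclusive = repeats straddling the limit, or above it without dose testing; inactive = fold induction below the set limit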;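 also: activators that raise dye reduction in frataxin-depleted yeast; strong numbers were not always called active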
WT yeast gro inh = growth inhibition of WT yeast, mitochondrial fusion screen; mitochondrial fusion phenotypic screen, WT strain; inhibition, % at 10 µM; hit rate 2.1% among 190,000; AID 1362; in the data active = inhibition above about 58%; tested in S. cerevisiae
SV40 large T antigen = TAg ATPase/helicase activity blockers – biochemical (AID 1903). SV40 large T antigen ATPase/helicase inhibition assay; higher % means a stronger effect. inhibition, % at 20 µM, or IC50 in µM where a hit was titrated. hit rate 0.39% among 310,000; in the data active = a potency from the dose series; inconclusive = inhibition mostly from about 32% at the one dose, without a potency; inactive = the rest, 99 in 100 with inhibition below about 32%; also: strong numbers were not always called active
NS5 inhibitors = flavivirus cap methylation enzyme inhibition – biochemical, confirmation dose response, primary screen (AID 588689). hit rate 0.3% among 340,000. one-dose inhibition, % at 25 µM; IC50 in µM for titrated hits. Dengue-2 NS5 methyltransferase capping enzyme assay, biochemical; higher % means a stronger effect; in the data active = a potency from the dose series; inconclusive = inhibition above about 29% without an active follow-up result
CSM14.1 death rescue = rescue of cells from ER stress-induced death, primary screen, 384-well, CSM14.1, thapsigargin, ATP luminescence (AID 1222) | one-dose cellular ATP content (survival), % at 20 µM; EC50 in µM for titrated hits | 190,000 tested, under 10 active | CSM14.1 thapsigargin-induced death rescue, ATP luminescence; higher % means a stronger effect;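 active = EC50 below 50 µM in the dose-response confirmation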;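 also: death triggered by thapsigargin at about 15 µM added after 2 h compound pretreatment; cell ATP read after overnight thapsigargin exposure of roughly 18 to 22 hours; normalized against plate controls of thapsigargin alone and 5% DMSO vehicle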
WT yeast gro inh mutant strain = second read-out of WT yeast gro inh, no call of its own (marks repeat the call); inhibition, %; mitochondrial fusion phenotypic screen, mutant strain inhibition
NS5 inhibitors pilot replicate = also measured in NS5 inhibitors; calls as there; inhibition, %; measured here: pilot screen replicate inhibition
The depositor's hits bear a star; i = inactive; u = inconclusive; x = no result given; [ ] = another dose, or the depositor's remark.

SMILES | West Nile antiviral | RSV CPE inhibition | XIAP antagonists | UTI89 phage lysis | Yfh1-off respiration | WT yeast gro inh | WT yeast gro inh mutant strain | SV40 large T antigen | NS5 inhibitors | CSM14.1 death rescue | others
CCc1cccc(NS(=O)(=O)c2c(C)n[nH]c2C)c1 | -0.2% | -0.1% | -0.8% | 3.7% | i | -6.2 | 4.0 | 4.5% | -5.6% | 0.6%
O=C1NC(=Nc2ccc(F)cc2)SC1Cc1ccc(F)cc1 (stereo unspecified) | -0.4% | 5.5% | x | x | i | x | x | 12.1% | x | x
COc1ccc(-c2nn(CC(=O)NCCc3ccccc3)c(=S)n2C)cc1 | -2.2% | 5.0% | -1.2% | -0.3% | i | -13.9 | 0.8 | 9.2% | -1.8% | -1.0%
O=C(Nc1ccc(NC(=O)c2ccccc2Cl)cc1)c1cccnc1 | -0.1% | 0.6% | x | -0.9% | x | x | x | 6.6% | -8.1% | x
CC(=O)Nc1cccc(Oc2ccc([N+](=O)[O-])cc2Cl)c1 | -0.7% | 1.4% | -0.2% | -0.1% | i | 29.1 | 20.4 | 5.2% | -3.7% | -0.4%
CCCCNC(=O)O/N=C(\N)CS(=O)(=O)C(C)(C)C | 0.6% | -0.1% | x | -0.6% | i | x | x | 14.3% | 6.2% | x
COc1ccc(N2C(=O)CC(Nc3ccc(C(=O)O)cc3)C2=O)cc1OC (stereo unspecified) | 0.9% | 1.4% | 3.1% | -0.2% | i | 11.7 | 1.4 | 3.7% | -9.4% | 0.2%
COc1ccc(C2CC(c3ccccc3)=NN2C(=O)COC(=O)c2cc(S(=O)(=O)N3CCOCC3)ccc2Cl)cc1 (stereo unspecified) | -0.5% | 3.7% | -7.3% | 0.7%[50 µM] | i | -10.9 | -26.4 | 5.0% | 7.0% | 5.7%
CC(=O)/C=C1/C(=O)Nc2ccccc21 | -0.2% | 3.1% | -5.8% | -0.4% | i | 22.1 | 23.6 | 17.2% | -24.1% | -0.7%
CC(C)c1ccc(O)c(C(=O)c2cnn(-c3ccccc3)c2)c1 | x | 1.4% | x | -0.1% | x | x | x | 3.9% | 0.8% | x
COc1cccc2cc(C(=O)NC3CC4CCC3C4)oc12 (stereo unspecified) | -0.3% | 3.3% | x | 0.1% | x | x | x | 28.6% | -6.3% | x
O=C(O)c1cc(S(=O)(=O)O)cc(Nc2c3ccccc3nc3ccccc23)c1O | -0.1% | 0.8% | x | 0.1% | x | x | x | 20.2µM* | 13.7% | x
CCOc1ccc(NC(=O)CN(C)CC(=O)Nc2cccc(Cl)c2C)cc1OCC | -0.4% | 2.1% | -2.4% | 4.2% | i | 5.1 | -12.7 | -6.5% | -10.7% | 0.4%
COc1ccc(C(=O)COC(=O)CNC(=O)C2CCCCC2)c(OC)c1 | 0.1% | 1.5% | -8.9% | 2.3% | i | -9.3 | -15.0 | -2.7% | -4.8% | -0.3%
O=C1Nc2ccc(F)cc2C12SCCS2 | x | 1.3% | -25.0% | 0.4% | x | 10.0 | -2.4 | -3.2% | 2.4% | 1.7%
Cc1nc(Sc2ccc(Br)cc2)c(C#N)c(C)c1[N+](=O)[O-] | 1.7% | u | x | 0.3% | i | x | x | u | 3.1% | x
CCN(CC(N)=O)S(=O)(=O)c1ccc(F)cc1 | 0.2% | -1.1% | -8.4% | 1.7% | i | 11.8 | 9.7 | 4.3% | -13.9% | 1.8%
CCC1CCC2(CC1)NC(=O)N(CC(=O)c1c(C)[nH]c3ccccc13)C2=O (stereo unspecified) | -0.9% | 9.4% | 5.7% | 5.9% | i | -12.3 | 0.5 | 2.5% | -2.5% | -3.1%
Oc1oc(-c2ccccc2Br)nc1C=Nc1ccc(Br)cn1 | x | 8.5% | -3.9% | 2.6% | i | 7.8 | -1.4 | 5.3% | x | -0.7%
CCC1CCCCN1CCN1C(=O)C2C(C(=O)Nc3ccc(OC)cc3)C3C=CC2(O3)C1C(=O)NC1CCCCC1 (stereo unspecified) | -0.5% | -0.6% | x | -0.3% | x | x | x | 10.7% | 6.5% | x
N/C(=N\OC(=O)Cc1ccc(-c2ccccc2)cc1)c1cccnc1 | -0.8% | -0.3% | -3.4% | 5.3% | i | x | x | 2.2% | -7.2% | -0.8%
O=C(NC1CCN(C(=O)NCc2ccccc2)CC1)c1cccc(F)c1 | 0.1% | 1.6% | x | 0.2% | x | x | x | 0.6% | -3.3% | x
CCC(=O)c1ccc(N2CCCCC2)c(F)c1 | 0.1% | 0.3% | -3.0% | 0.2% | i | -29.7 | 15.9 | 8.8% | -12.5% | -1.2%
O=C(CN1C(=O)c2ccccc2S1(=O)=O)NCc1cccnc1 | x | 0.5% | 0.3% | 1.7% | i | -12.4 | -5.3 | 2.2% | 0.0% | 1.1%
C=CCC1(CC=C)CCCN1C(=O)CC1C(=O)NCCN1Cc1cccc(OC)c1OC (stereo unspecified) | -1.1% | 0.1% | -2.9% | 0.1% | i | 18.1 | 10.9 | x | -7.4% | 0.0%
CCCc1nc2ccccc2c(C(=O)OC2CCOC2=O)c1CC (stereo unspecified) | 0.1% | 3.0% | 0.1% | 0.2% | i | 2.7 | 8.7 | 1.4% | -5.0% | -1.0%
CC1(c2ccc(Cl)c(Cl)c2)NC(=S)N2C1NC(=S)N2c1ccccc1 (stereo unspecified) | x | 11.6% | -4.0% | -1.8% | x | 6.8 | 15.7 | 11.8% | -2.4% | -0.9%
Cc1ccc(N2CC(C(=O)Nc3ccncc3)CC2=O)cc1 (stereo unspecified) | -0.2% | 0.1% | -1.1% | 8.0% | i | -4.1 | -6.1 | 1.5% | -2.7% | -0.1%
Cc1ccccc1CN1CCN(CC(=O)NC(C)c2ccccc2)CC1 (stereo unspecified) | -1.5% | 0.3% | x | 0.1% | x | x | x | 6.4% | -4.7% | x
Cc1c(C(=O)N/N=C/c2ccc(O)cc2)sc(=S)n1C | -0.3% | 0.3% | 0.5% | 3.2%[50 µM] | i | -0.9 | 12.3 | 27.1% | -7.7% | 8.1%
CC(/C=N/N1CCN(c2ccccn2)CC1)=C\c1ccccc1 | -0.5% | 3.4% | -1.7% | 0.0% | i | 1.3 | -14.6 | 0.9% | -3.9% | -0.9%
CC1(C)C(c2ccccc2)=[N+]([O-])C2(CCCCC2=O)N1O (stereo unspecified) | 0.5% | 0.8% | -4.6% | 3.0% | i | -14.1 | 1.8 | 8.5% | 1.6% | -2.5%
O=C(Nc1cccc(C(F)(F)F)c1)c1cccnc1NCCO | -0.9% | 1.6% | x | -0.2% | x | x | x | 6.0% | -12.0% | x
Cc1ccc(C)c(NC(=O)C2CCCN2S(=O)(=O)c2ccc3c(c2)n(C)c(=O)c(=O)n3C)c1 (stereo unspecified) | x | 2.6% | -1.9% | 0.6% | x | 9.9 | -15.3 | 14.1% | -2.1% | -0.9%
O=C(COC(=O)C1CCC1)Nc1ccc(Oc2ccccc2)cc1 | 0.5% | -1.3% | -4.3% | 0.6% | i | -2.0 | 16.5 | 5.0% | -4.7% | -2.1% | NS5 inhibitors pilot replicate=1.8
Cc1ccc2nc(SCC(=O)N3CCCC3)[nH]c2c1 | 0.5% | 0.7% | -6.8% | 2.4% | i | -10.5 | 2.9 | 10.0% | -1.6% | -1.2%
Cc1oc(-c2ccccc2)nc1CS(=O)CC(=O)NC1CCCC1 (stereo unspecified) | -0.6% | 1.6% | x | 3.9% | x | x | x | 21.0% | 2.8% | x
CC1=C(C(=O)Nc2cccc(C(=O)NC(C)C)c2)SCCO1 | -0.1% | 1.6% | x | 0.3% | x | x | x | 2.3% | -8.5% | x
O=C(COc1ccc(F)cc1Cl)N(Cc1nnc(-c2ccccc2Cl)o1)C1CC1 | -1.6% | 1.2% | x | -1.1%[50 µM] | x | x | x | 9.6% | -8.5% | x
CC1Cc2cc(/C(O)=C3/C(=O)C(=O)N(CCN4CCOCC4)C3c3cccc(Cl)c3)ccc2O1 (stereo unspecified) | 0.0% | 2.8% | -6.7% | 0.4% | i | -14.5 | -3.6 | 10.8% | 2.1% | -0.4%
COc1ccc(NC(=O)CN(C)C(=O)c2cccc(S(=O)(=O)N3CCCc4ccccc43)c2)cc1 | x | 2.2% | x | -1.3%[50 µM] | x | x | x | 8.6% | -2.9% | x
CCC(CC)NC(=O)COC(=O)c1cc(Br)ccc1Cl | x | 2.9% | 0.9% | 0.3% | x | 7.2 | 10.7 | 21.6% | -1.3% | 12.0%
CCOC(=O)N1CCN(C(=O)CCn2c(=S)[nH]c3ccsc3c2=O)CC1 | 0.5% | 1.6% | -6.1% | 0.5% | i | 8.5 | 7.2 | 8.2% | 2.3% | 6.8%
COc1ccc(NS(=O)(=O)NC(=O)c2c[nH]c3ccccc23)cc1 | 0.3% | 4.5% | x | 0.2% | x | x | x | 19.2% | -2.7% | x
CCCCNC(=O)N1CCN(S(C)(=O)=O)CC1 | -0.3% | -0.7% | -4.8% | -0.1% | i | 3.5 | 2.9 | 8.0% | -0.7% | 3.2%
CC(C)(C)c1cc(NC(=O)c2c(F)cccc2Cl)n(-c2ccccc2)n1 | 0.0% | 9.3% | x | 0.2% | x | x | x | 7.6% | -1.6% | x
CCN(CC)CCNC(=O)c1cn(CCOC)c(=O)c2c1c1ccccc1n2C | -0.6% | 1.4% | x | -0.1% | x | x | x | 7.1% | -1.0% | x
COc1ccc2c(c1OC)C(=O)N(c1nc(SC)n[nH]1)C2=O | 0.1% | 0.4% | x | 0.4% | x | x | x | 9.6% | -3.5% | x
Cc1ccc2c(c1)CCCN2C(=O)c1ccc2c(c1)OCO2 | x | 2.9% | -5.8% | 2.3% | i | 19.1 | -0.7 | -6.3% | -1.6% | -1.2%
C/C(=N/OC(=O)c1cccc(Cl)c1)c1nccs1 | 0.1% | 0.8% | -1.0% | 0.1% | i | 6.7 | 6.4 | 5.6% | -7.8% | 0.3%
More structures follow:
SMILES | West Nile antiviral | RSV CPE inhibition | XIAP antagonists | UTI89 phage lysis | Yfh1-off respiration | WT yeast gro inh | WT yeast gro inh mutant strain | SV40 large T antigen | NS5 inhibitors | CSM14.1 death rescue | others
CCCC(=O)NC(Nc1c(C)n(C)n(-c2ccccc2)c1=O)C(Cl)(Cl)Cl (stereo unspecified) | -0.3% | 1.7% | 1.2% | 0.3% | i | 6.1 | 11.6 | 9.5% | -7.3% | 1.9%
O=C(O)c1cc(-c2ccc(/C=N/Nc3ccc([N+](=O)[O-])cn3)o2)ccc1Cl | 0.6% | x | -8.9% | -1.3% | i | -6.7 | 12.0 | 8.8% | -58.7% | -1.0%
COc1cccc(CN(C)CC(=O)Nc2ccccc2N2CCOCC2)c1OC | -1.1% | 0.9% | -6.9% | -0.4% | i | 20.7 | -0.4 | 3.0% | -7.0% | 0.7%
O=C(NC1CCC(c2ccccc2)CC1)c1cccnc1 (stereo unspecified) | -0.5% | 2.9% | -8.6% | -0.1% | i | -23.0 | -16.1 | -2.5% | -7.0% | 0.1%
